# Screening results as filed in PubChem.
# Rv3671c inh: Rv3671c (M. tuberculosis) protease inhibition; 320,000 tested, 0.048% active; inhibition, % at 5.96 µM; P9WHR9; in the data active = inhibition above about 38%;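 note: extracellular domain of Rv3671c used as enzyme; 0% = enzyme with DMSO and 100% = no enzyme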
# Target sequence (P9WHR9 whole entry, looked up, the tested form may be a part): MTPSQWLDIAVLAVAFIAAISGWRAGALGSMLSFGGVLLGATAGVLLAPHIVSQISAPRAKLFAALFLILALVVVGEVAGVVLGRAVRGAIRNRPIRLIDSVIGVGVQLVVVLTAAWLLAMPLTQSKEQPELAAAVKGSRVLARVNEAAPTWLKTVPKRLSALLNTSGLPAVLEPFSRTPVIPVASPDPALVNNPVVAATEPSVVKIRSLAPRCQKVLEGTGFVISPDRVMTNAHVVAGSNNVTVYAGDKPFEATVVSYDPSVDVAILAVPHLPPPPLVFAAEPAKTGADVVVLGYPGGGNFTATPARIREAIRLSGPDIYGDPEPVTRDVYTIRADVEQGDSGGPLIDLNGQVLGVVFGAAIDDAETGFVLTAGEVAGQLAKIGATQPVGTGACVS
# Mtb FBA inh: inhibitors of M. tuberculosis fructose-bisphosphate aldolase. inhibition, % at 1 µM. purified M. tuberculosis FBA, fluorescence read-out. P9WQA3. 360,000 tested, 2.3% active; in the data active = inhibition above about 27%;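 note: 0% = vehicle and 100% = reference inhibitor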
# MazEF act: increases E. coli MazEF RNase cleavage of RNA; 350,000 tested, 0.32% active; P0AE70; FAM/BHQ RNA-DNA oligo cleavage fluorescence, 5 h; activation, % at 20 µM; in the data active = activation above about 50%
# Target sequence (P0AE70 whole entry, looked up): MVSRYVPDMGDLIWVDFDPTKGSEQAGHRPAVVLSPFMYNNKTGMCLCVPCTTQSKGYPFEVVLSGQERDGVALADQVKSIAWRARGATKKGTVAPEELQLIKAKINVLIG
# BoNT-F LC inh: BoNT F light chain protease inhibition. Multiplex microsphere protease cleavage assay, flow cytometry. inhibition, % at 10 µM. AID 588497. 360,000 tested, 0.22% active; in the data active = inhibition above about 35%, passing the limit was not always enough; note: plate controls were buffer without enzyme for full effect and enzyme alone for no effect
# GDH-TPI counter: GDH-TPI coupled enzyme inhibition counter-screen; GDH-TPI coupled enzyme counterscreen, NADH absorbance; inhibition, % at 4.8 µM; AID 588335; 360,000 tested, 1.2% active;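 note: 0% = DMSO wells and 100% = wells lacking the enzyme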
# FadD28 FP inh: blocks FadD28 binding to the bisubstrate probe; AID 588549; inhibition, % at 12.5 µM; fluorescence polarization; 360,000 tested, 0.22% active; in the data active = inhibition above about 8.5%, passing the limit was not always enough
# CCHF vOTU inh: CCHFV vOTU protease inhibition | AID 651958 | Pep-AMC fluorescence | 370,000 tested, 0.55% active | inhibition, % at 11.5 µM; note: 0% = vehicle wells with enzyme and 100% = no enzyme wells
# DUSP3 inh: DUSP3 (human) phosphatase inhibition. P51452. inhibition, % at 13.3 µM. 290,000 tested, 0.52% active. recombinant VHR phosphatase, pNPP absorbance. AID 1654; in the data active = inhibition above about 50%; note: some compounds called inactive have numbers as strong as hits
# BioA inh: BioA (M. tuberculosis) enzyme inhibition | purified M. tuberculosis BioA enzyme, plate reader | inhibition, % at 9.99 µM | 360,000 tested, 0.096% active; in the data active = inhibition above about 40%
# UGM FP inh: Mtb UDP-galactopyranose mutase inhibition. inhibition, % at 10 µM. 320,000 tested, 0.06% active. AID 504406. purified UGM, fluorescence polarization probe displacement; in the data active = inhibition above about 10%, passing the limit was not always enough
# Target sequence (P9WIQ1 whole entry, looked up): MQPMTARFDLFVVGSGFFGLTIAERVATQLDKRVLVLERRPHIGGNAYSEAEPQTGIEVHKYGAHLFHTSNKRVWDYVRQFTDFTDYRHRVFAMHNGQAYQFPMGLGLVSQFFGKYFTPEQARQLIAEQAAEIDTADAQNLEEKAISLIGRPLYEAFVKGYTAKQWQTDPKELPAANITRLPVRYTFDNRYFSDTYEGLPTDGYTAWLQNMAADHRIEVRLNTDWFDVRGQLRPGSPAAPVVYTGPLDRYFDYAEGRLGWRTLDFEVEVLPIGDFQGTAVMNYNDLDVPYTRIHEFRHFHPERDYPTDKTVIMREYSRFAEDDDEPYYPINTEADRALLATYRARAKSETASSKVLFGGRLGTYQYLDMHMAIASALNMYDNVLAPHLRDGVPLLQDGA
# An asterisk follows results filed as active; x = no result given; & = joins results of further samples. Cut-off read from the data, not from the text of the source, unless noted: active = inhibition above about 30%; inactive = the rest. An unsorted share of the library; overall some 4.9% were active at least once.
SMILES,Rv3671c inh,Mtb FBA inh,MazEF act,BoNT-F LC inh,GDH-TPI counter,FadD28 FP inh,CCHF vOTU inh,DUSP3 inh,BioA inh,UGM FP inh
COc1ccc(Nc2oc(COc3ccc(OC)cc3)nc2C#N)cc1,-2,0,0,-5,5,-1.0,-1,16,-1.4,2.0
Cc1c2ccccc2nc2c(F)c(N(C)C)c(F)c(F)c12,-18,0,8,0,3,-0.5,13,21,-3.6,0.4
COc1cc(C(O)CN)ccc1O (stereo not drawn),-8,0,9,-4,-13,-1.3,-2,x,-0.4,-3.3
Cc1ccc(NC(=O)CS(=O)CC(=O)Nc2cccc(C)c2C)cc1F (stereo not drawn),-4,3,-14,11,-4,0.9,0,21,0.4,-0.3
Cc1ccc(C)c(NC(=O)c2nc(-c3ccccc3)n(-c3ccccc3)n2)c1,-1,3,8,-13,5,-2.0,2,19,0.9,0.3
CCCn1nnnc1SCC(=O)N1CCCc2ccccc21,-2,1,8,2,2,-0.9,3,-11,0.5,1.5
CC1CCc2c(sc(NC(=O)c3ccco3)c2C(=O)O)C1 (stereo not drawn),2,4,2,2,23,4.6,32*,10,1.5,2.5
CCCCn1c(N)c(N(Cc2ccccc2OC)C(=O)COc2ccc(F)cc2Cl)c(=O)[nH]c1=O,1,5,-16,0,6,-0.2,-2,6,7.7,-3.8
Cc1cc(C)c(C)c(S(=O)(=O)N2CCN(CC(=O)Nc3ccc([N+](=O)[O-])cc3)CC2)c1C,0,-1,8,-1,5,-0.7,-22,2,x,0.8
O=C(Nc1ccccc1Cl)c1ccccc1Oc1ccc(C(F)(F)F)cc1[N+](=O)[O-],-16,-1,3,0,3,-1.3,12,22,-6.4,-0.4
O=C(NCc1ccccc1CN1CCCCC1)c1ccc(Cl)cc1N1CCCC1=O,4,-1,2,1,7,-2.5,-9,x,0.5,-2.7
COc1cc2c(cc1OC)C(/C(C#N)=N\O)=NC(C)(C)C2,1,-3,5,3,-1,-0.7,-1,27,-0.2,0.8
c1cc2nnnn2nc1N1CCCCC1,-4,3,5,-3,9,-1.2,-12,24,1.1,1.4
O=C1CCCN1CCC1CCCCN1Cc1nc(COc2ccccc2)no1 (stereo not drawn),5,0,-10,3,2,0.3,9,18,1.4,5.9
CNC(=O)Nc1cccc(NC(=O)NC)n1,4,2,3,-3,10,-1.9,8,-4,-4.2,-1.8
CCn1c(CSc2nc3ccccc3s2)n[nH]c1=S,4,1,5,-3,-8,-2.3,0,8,2.7,-3.8
Cc1c(-n2c(SCC(=O)NC(C)C(C)C)nc3ccccc3c2=O)c(=O)n(-c2ccccc2)n1C (stereo not drawn),-3,-5,10,-3,2,-2.9,6,34,x,1.7
O=S(=O)(c1cccc(-c2nc3ccccc3s2)c1)N1CCCC1,-2,1,-6,-5,9,-2.9,-8,-13,-0.6,1.6
O=C(Nc1ccc(NC(=O)N2CCN(c3ccccc3O)CC2)cc1)N1CCN(c2ccccc2O)CC1,11,2,1,-7,5,-1.7,15,-3,-3.6,-0.7
Cc1cc(C)n(-c2ccc(C(=O)OCC(=O)NCc3ccc(F)cc3)cc2)n1,-4,-1,5,-7,6,0.3,1,23,-0.7,-2.1
CCOc1ccc(OCCC(=O)OCC(=O)NCc2ccc(Cl)cc2)cc1,-9,2,1,-5,7,-0.1,1,x,-0.6,-0.9
Cc1cccc(C(O)c2cnc(C)n2Cc2ccccc2)c1 (stereo not drawn),x,0,5,-6,7,-0.5,3,x,-0.4,x
O=C(Nc1ccccc1)c1cc(C2CCCCN2S(=O)(=O)c2ccccc2)on1 (stereo not drawn),x,2,x,-6,-10,-1.9,18,x,0.6,x
CCn1cc(C(=O)NN)c(=O)c2cc(F)c(NC3CCCCC3)cc21,x,17,0,16,4,x,-14,2,-2.5,x
CC1C(=O)N(Cc2cn(CCC3OCCO3)nn2)CCS(=O)(=O)N1Cc1ccc(-c2cccc(N(C)C)c2)cc1 (stereo not drawn),x,13,-7,6,1,-1.4,18,x,-3.8,x
COCc1c(C(=O)OCC(=O)NCCc2ccc(S(N)(=O)=O)cc2)oc2ccccc12,-14,8,3,-3,-6,-3.6,0,x,-1.4,0.7
COc1cccc2c1OC[C@@H](CO)[C@H]2N(C)C(=O)Nc1ccc(Cl)cc1,0,1,0,10,1,-0.1,-4,14,0.9,1.4
C[C@@H]1CN([C@@H](C)CO)C(=O)c2cc(NS(=O)(=O)c3ccc(Cl)cc3)ccc2O[C@H]1CN(C)Cc1ccncc1,3,0,3,-2,-13,-2.5,1,x,-1.6&-1.6,5.8
COc1ccc(CNC(=O)c2ccc(N3CCC4(CC3)CC(c3ccc(Cl)cc3)=NO4)c(NC(=O)c3ccccc3)c2)cc1,-28,1,-28,-9,7,0.1,2,x,-0.9,2.3
CCOC(=O)c1cc(CO)cc(C(=O)OCC)c1,4,2,9,3,5,0.0,-3,29,x,-2.8
C[C@H](NC(=O)c1ncn2c1C(=O)N[C@@H](C)C2)c1ccccc1,x,1,-8,-9,7,0.2,-2,x,1.7,x
Cc1noc(C)c1COc1ccc(C(=O)NCCc2ccc(S(N)(=O)=O)cc2)cc1,7,2,1,2,-9,-1.9,9,x,-0.9,x
Brc1ccc(CSc2nnc(Cc3c[nH]c4ccccc34)o2)cc1,-2,1,-8,-1,7,3.9,-2,18,-0.3,-0.5
Fc1cccc(Cl)c1/C=N/n1c(-c2cccnc2)n[nH]c1=S,-18,-1,0,0,12,-0.9,-7,-13,x,1.0
Cc1ccc(Cc2c(C3CCCCC3)nc3cc(C)c(Br)c(C)n23)cc1,x,-3,x,-4,x,-5.0,15,x,0.8,x
Cc1ccc(-c2noc(CCC(=O)N(C)c3ccccc3C)n2)cc1,5,-2,0,-1,-1,-1.3,5,7,-0.5,-0.1
CCOc1ccccc1NC(=O)CSc1nc(=O)n(CCCN2CCOCC2)c2c1CCC2,-1,2,1,10,8,-0.7,3,x,9.2,-0.8
Cn1c(=O)c2c(nc(CN3CCc4ccccc4C3)n2CCCO)n(C)c1=O,-2,2,6,-25,-5,-0.9,8,8,x,-2.2
CCOC(CNC(=O)CN1C(=O)COc2ccc(S(=O)(=O)N3CCCC3)cc21)OCC,3,-6,5,-2,1,-17,17,11,-1.6,-0.6
CCc1nn(CC(=O)N2CCN(Cc3ccc4c(c3)OCO4)CC2)c(=O)c2cc3occc3n12,x,2,3,4,9,0.0,10,9,57*,x
COc1cc(C2C(C#N)=C(N)N(c3cccnc3)C3=C2C(=O)CC(C)(C)C3)ccc1O (stereo not drawn),5,-1,6,-6,18,0.1,-7,16,-0.2,1.8
COc1cc(CN2CCC(C(=O)N3CCCC(C)C3)CC2)cc(Br)c1O (stereo not drawn),-5,1,7,6,-3,-0.3,1,29,0.0,-1.0
COc1ccc(C(=O)NCc2cn3ccccc3n2)cc1,8,4,4,-3,-1,-0.2,-6,29,-0.6,1.8
CSc1nc(SCC(=O)NC(c2ccccc2)c2ccccc2)c2c3c(sc2n1)CN(C)CC3,-22,14,-4,-4,13,-2.9,9,45,0.3,1.1
COc1cc(-c2noc(C)c2C(=O)NCc2ccc3c(c2)OCO3)cc(OC)c1OC,1,0,2,-1,8,-0.1,-5,x,-0.2,3.1
Cc1noc(C)c1S(=O)(=O)N(C)C[C@H]1OCc2cnnn2CCCC(=O)N([C@@H](C)CO)C[C@H]1C,x,-1,5,1,-6,-3.4,-6,x,-0.1&-1.7,x
Cc1ccccc1C(=O)N1CCN(c2ccc(NC(=O)c3ccccc3[N+](=O)[O-])cc2)CC1,-3,-1,7,-11,3,-1.9,0,39,x,1.0
CCc1nnc(SCc2ccc(CSc3nnc(CC)n3N)cc2)n1N,x,5,4,-3,-5,0.8,-6,27,-1.7,x
COc1ccccc1C(=O)NCCn1cc(SCC(=O)Nc2cc(C)on2)c2ccccc21,0,4,3,-2,0,-1.2,-5,-8,x,-1.2
Brc1ccc(COc2cccc3cccnc23)cc1,-2,1,4,x,2,-4.0,-5,x,-0.6,2.2
O=C(CCNC(=O)c1ccccc1Cl)Nc1ccc(Br)c(C(F)(F)F)c1,-8,-1,7,4,0,-0.5,1,-8,2.1,5.9
CC(C)OC(=O)c1cccc2c1C(=O)c1ccccc1-2,4,1,5,x,0,1.9,-5,-15,1.4,1.4
CCOC(=O)CNC(=O)/C=C/c1c(Cl)cccc1Cl,-8,-2,-5,-3,8,-0.9,-9,-7,x,1.7
CCOC(=O)c1[nH]c(C)c(C(=O)N(CC)CC)c1C,3,1,8,-2,-6,1.7,2,15,-1.4,1.4
Cc1cc2oc(=O)cc(CN3CCN(S(=O)(=O)c4cccs4)CC3)c2cc1C(C)C,6,-1,-9,3,7,-3.8,3,0,-0.2,2.4
Cc1[nH]n(-c2ccccc2)c(=O)c1/C=N/c1ccccn1,0,-4,4,0,4,0.5,5,4,1.1,0.0
NC(=O)[C@H]1CC2(CC(c3cccc(NC(=O)c4ccccc4)c3)=NO2)CN1C(=O)[C@H]1CCC(=O)N1 (stereo partly drawn),2,0,-1,3,-1,-0.1,-2,16,7.6,3.4
Cc1nn(-c2ccc(F)cc2)c(Cl)c1/C=C(\CC(=O)O)c1nc2ccccc2s1,-11,2,3,7,25,-2.5,10,33,38,0.3
CCOC(=O)CC1=CC(C)(CC(=O)OCC)C(C#N)(C#N)C(N)=C1C#N (stereo not drawn),7,-2,0,-5,30,-1.7,-5,11,0.1,-0.7
Cc1cc(C)c2oc(C(=O)N3CCN(C)CC3)cc(=O)c2c1,-7,1,-15,-45,12,-0.2,10,9,-0.2,-4.3

# New compounds follow:
SMILES,Rv3671c inh,Mtb FBA inh,MazEF act,BoNT-F LC inh,GDH-TPI counter,FadD28 FP inh,CCHF vOTU inh,DUSP3 inh,BioA inh,UGM FP inh
CC[n+]1cc(-c2ccccc2)nc(N2CCOCC2)n1,5,1,-1,-4,6,-0.1,8,22,0.9,2.9
CCOC(=O)C1=C(Cn2ccc(C(F)(F)F)n2)NC(=O)NC1c1ccc2c(c1)OCO2 (stereo not drawn),-4,-2,3,2,3,-5.5,16,10,1.5,0.7
COc1ccccc1NC(=O)CSc1nnc(CNC(=O)c2cccs2)o1,9,1,10,3,5,0.8,13,27,-0.5,-1.4
CSc1nc(C)c(CCOC(=O)c2cccc(C)c2)c(=O)[nH]1,-5,2,-1,0,10,0.0,6,23,0.6,4.6
CC(C)(C)C(=O)Cn1c(=N)n(Cc2ccccc2)c2ccccc21,-5,0,0,x,11,-0.2,-5,18,x,-0.8
O=C(O)c1cccc(NC(=O)c2ccc(CN3C(=O)c4ccccc4C3=O)cc2)c1,-3,-3,6,-8,-5,-5.6,14,9,-1.6,-0.3
O=C(CC1C(=O)NCCN1Cc1ccc(-c2ccccc2)cc1)NC1CCC1 (stereo not drawn),7,0,-2,-7,1,-1.6,-9,-14,x,3.4
Nc1cccc2c1C(=O)N(C(=O)/C=C/c1cccc(F)c1)C2=O,-6,2,0,-6,20,-2.1,5,20,x,3.6

# Given with two lines to a compound: part of the list above
# Values run as follows: Rv3671c inh, Mtb FBA inh, MazEF act, BoNT-F LC inh, GDH-TPI counter, FadD28 FP inh, CCHF vOTU inh, DUSP3 inh, BioA inh, UGM FP inh
CC[n+]1cc(-c2ccccc2)nc(N2CCOCC2)n1
  5, 1, -1, -4, 6, -0.1, 8, 22, 0.9, 2.9
CCOC(=O)C1=C(Cn2ccc(C(F)(F)F)n2)NC(=O)NC1c1ccc2c(c1)OCO2 (stereo not drawn)
  -4, -2, 3, 2, 3, -5.5, 16, 10, 1.5, 0.7
COc1ccccc1NC(=O)CSc1nnc(CNC(=O)c2cccs2)o1
  9, 1, 10, 3, 5, 0.8, 13, 27, -0.5, -1.4
CSc1nc(C)c(CCOC(=O)c2cccc(C)c2)c(=O)[nH]1
  -5, 2, -1, 0, 10, 0.0, 6, 23, 0.6, 4.6
CC(C)(C)C(=O)Cn1c(=N)n(Cc2ccccc2)c2ccccc21
  -5, 0, 0, x, 11, -0.2, -5, 18, x, -0.8
O=C(O)c1cccc(NC(=O)c2ccc(CN3C(=O)c4ccccc4C3=O)cc2)c1
  -3, -3, 6, -8, -5, -5.6, 14, 9, -1.6, -0.3
